Compound activity as filed in PubChem BioAssay.
PG9 Ab binder: small molecules binding HIV-1 gp120 antibody PG9 | TR-FRET gp120-PG9 antibody binding | inhibition, % at 6.7 µM | 0.43% of 360,000 active | AID 624416; in the data active = inhibition above about 8.5%
SIAE inh: blocks human sialic acid acetylesterase. Q9HAT2. SIAE FP-Rh probe binding, fluorescence polarization. inhibition, % at 9.66 µM. 0.69% of 370,000 active. AID 1053197;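 active = inhibition above a cutoff: mean of compounds within the control limits plus 3 SD of those, cut at about 17% in these data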;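 note: 0% = plate median of compound wells and 100% = probe without SIAE protein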
Target sequence (Q9HAT2 whole entry, looked up): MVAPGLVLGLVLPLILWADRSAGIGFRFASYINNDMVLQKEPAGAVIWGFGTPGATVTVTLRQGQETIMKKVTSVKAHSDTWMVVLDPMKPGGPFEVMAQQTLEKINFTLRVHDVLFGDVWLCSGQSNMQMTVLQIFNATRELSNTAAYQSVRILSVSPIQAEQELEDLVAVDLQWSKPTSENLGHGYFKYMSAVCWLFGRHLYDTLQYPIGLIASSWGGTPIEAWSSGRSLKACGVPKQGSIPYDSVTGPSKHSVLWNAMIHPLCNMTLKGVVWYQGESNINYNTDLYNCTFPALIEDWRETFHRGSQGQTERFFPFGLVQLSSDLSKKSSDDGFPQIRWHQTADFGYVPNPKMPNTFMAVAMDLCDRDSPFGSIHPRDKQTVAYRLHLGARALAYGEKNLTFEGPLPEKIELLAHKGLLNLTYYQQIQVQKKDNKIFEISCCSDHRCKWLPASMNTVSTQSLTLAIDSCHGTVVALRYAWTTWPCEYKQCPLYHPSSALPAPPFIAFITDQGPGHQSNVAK
PRMT1 inh: PRMT1 (human) inhibition, primary screen. Q99873. AID 652257. inhibition, % at 2.79 µM. recombinant PRMT1, activity-based probe fluorescence polarization. 1.3% of 370,000 active;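 active = inhibition above about 21% made by adding two undisclosed values, limit read from the data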
TDP2 inh: TDP2 (human) inhibition, absorbance primary screen. O95551. recombinant TDP2, T5PNP hydrolysis, p-nitrophenol absorbance 415 nm. inhibition, % at 12.8 µM. 0.34% of 370,000 active;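 active = inhibition above the mean of all tested compounds plus 3 SD, set per campaign, cut at about 25% in these data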;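 note: 0% = DMSO with enzyme and 100% = buffer with substrate but no TDP2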
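System: recombinant human TDP2 / Amount: 120 nM TDP2 per well / Also added: 5 mM T5PNP chromogenic substrate / Doses: 12.8 µM single point, 1% DMSO / Incubation: 2 h at 37 °C / Detection: p-Nitrophenol epi absorbance / Evaluation: % inhibition relative to enzyme-containing and enzyme-free wells / Repeats: singlicate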
TCR CD3 inh: blocks the human TCR-CD3 interaction; TAMRA-labeled TCR probe fluorescence, biochemical; inhibition, % at 9.4 µM; 0.37% of 360,000 active; in the data active = inhibition above about 19%;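 note: recombinant mutant TCR 2C K166C tagged with TAMRA read by polarization; 0% = receptor in buffer alone and 100% = receptor with positive control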
LEDGF integ inh: blocks HIV-1 LEDGF/p75-dependent DNA integration; 0.64% of 370,000 active; inhibition, % at 3.7 µM; TR-FRET IN-LEDGF/p75 DNA integration, Eu/Cy5;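 active = inhibition above the screen-wide mean plus 3 SD, cut at about 13% in these data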;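 note: signal is the Cy5 over europium emission ratio at 671 and 618 nm; 0% = plate median of compound wells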
ABHD4 inh: ABHD4 (mouse) inhibition, primary FP screen; purified mABHD4, FP-Rh probe fluorescence polarization; AID 720543; Q8VD66; 0.54% of 370,000 active; inhibition, % at 8.92 µM;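 active = inhibition exceeding the mean over every tested compound plus 3 SD, cut at about 30% in these data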;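 note: 0% = plate median of compound wells and 100% = S159A mutant with DMSO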
Target sequence (Q8VD66 whole entry, looked up): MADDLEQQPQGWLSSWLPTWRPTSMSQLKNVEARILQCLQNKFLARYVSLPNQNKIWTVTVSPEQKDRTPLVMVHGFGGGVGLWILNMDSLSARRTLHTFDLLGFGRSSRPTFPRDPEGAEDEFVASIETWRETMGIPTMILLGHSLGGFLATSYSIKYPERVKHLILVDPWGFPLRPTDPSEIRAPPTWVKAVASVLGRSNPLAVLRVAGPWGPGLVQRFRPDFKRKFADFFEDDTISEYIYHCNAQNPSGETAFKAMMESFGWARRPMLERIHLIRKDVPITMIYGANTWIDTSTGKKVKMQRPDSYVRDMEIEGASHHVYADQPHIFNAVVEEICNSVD
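assay system = mABHD4 protein | compound dosing = single nominal dose of 8.92 µM, 0.89% DMSO final | read-out basis = percent inhibition of probe binding, normalized to plate controls | schedule = Enzyme–compound pre-incubation 45 min, then probe 60 min, both 25 °C | detection = fluorescence polarization, excitation 525 nm, emission 598 nm, BODIPY TMR filters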
UHRF1 binding: UHRF1 methyl-DNA binding inhibition; UHRF1 binding to methylated oligo, TR-FRET; 0.75% of 370,000 active; AID 687016; inhibition, % at 4.4 µM; in the data active = inhibition above about 21%;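 note: UHRF1 SRA domain binding a hemimethylated CpG hairpin DNA probe; 0% = median of test compound wells and 100% = reference inhibitor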
Tn7 DDE FP: inhibitors of Tn7 peptide binding to human fibrin DD(E); FP displacement of FITC-Tn7 peptide from fibrin DD(E); 0% = median of compound wells per plate; 0.13% of 370,000 active; inhibition, % at 8.3 µM; P02675;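 active = inhibition above the mean of compounds falling within the control limits plus 3 SD of them, cut at about 14% in these data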;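 note: 0% = plate median of compound wells and 100% = 10 µM Aha-Tn7 peptide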
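System: human fibrin DD(E); quantity: Fibrin-DD(E) at 2 µM final; also added: fluorescent Tn7 probe at 0.1 µM; compound dosing: single nominal test concentration of 8.3 µM per compound; schedule: 10 min preincubation, 3 h with tracer, room temperature; detection: fluorescence polarization of the labelled Tn7 tracer; repeats: one replicate per compound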
HTRA1 inh: blocks human HTRA1 serine peptidase; Q92743; recombinant HTRA1, FP-rhodamine activity-based probe, fluorescence polarization; inhibition, % at 5.96 µM; 0.5% of 340,000 active; AID 504803; in the data active = inhibition above about 36%;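 note: 0% = enzyme with DMSO and 100% = wells lacking enzyme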
* = called active by the depositor; · = no result given.

[1] Cc1cc(C#N)c(C)c(SCc2[nH]nc3c2C(c2ccccc2)C(C#N)=C(N)O3)n1 (stereo not given)
[2] c1ccc2c(c1)OCCOCCOCCOCCOc1ccccc1OCCOCCOCCO2
[3] COc1ccc(CN2C(=O)C(CC(=O)NC3CCCCC3)CC(C(=O)N(C(C)C)C(C)C)=C2C)cc1 (stereo not given)
[4] CCN(CC)S(=O)(=O)c1ccc(OCC(=O)NCc2ccccc2)cc1
[5] CC(=O)N1CCN(C(=S)NCc2ccccc2)CC1
[6] C=CCSc1nnc(-c2cc3c(C(F)(F)F)nn(C)c3s2)n1C
[7] CCCCCCc1cc2cc(S(=O)(=O)c3ccc(C)cc3)c(=O)oc2cc1O
[8] COCCNC(=O)C1(C)CCN(C(=O)COc2ccc(Cl)cc2Cl)C1 (stereo not given)

Assay by compound	1	2	3	4	5	6	7	8
PG9 Ab binder	0.3	-0.6	-1.4	-1.0	0.3	0.9	1.0	0.4
SIAE inh	2	2	-8	1	1	-5	-8	2
PRMT1 inh	1	-3	-3	2	-3	0	1	3
TDP2 inh	-1	1	0	8	-6	-6	10	8
TCR CD3 inh	9	-2	2	-4	2	2	0	0
LEDGF integ inh	-1	3	4	-6	4	-2	1	-1
ABHD4 inh	17	6	-2	1	2	-3	4	2
UHRF1 binding	-7	0	-1	-1	-1	1	-1	2
Tn7 DDE FP	-4	2	1	4	-1	-11	-1	1
HTRA1 inh	3	0	3	-3	1	4	-16	·

[9] Cc1c[nH]c2cccc(OCC(O)CNC(C)(C)C)c12 (stereo not given)
[10] Cc1ccnc(N=Cc2nc(-c3ccccc3Br)oc2O)c1
[11] CC(=O)Nc1ccc(NC(=O)C(C)OC(=O)CCCOc2ccc(Cl)cc2C)cc1 (stereo not given)
[12] COc1ccc(-c2noc(CCC(=O)Nc3cc(Cl)c(OC)cc3OC)n2)cc1
[13] Cc1ccc(S(=O)(=O)NC(C(=O)OCC(=O)NC2CCS(=O)(=O)C2)C(C)C)cc1 (stereo not given)
[14] Cc1ccc(C(=O)Nc2ccc(C(=O)O)cc2NC(=O)c2ccc(C)cc2)cc1
[15] CCOC(=O)c1sc(SCc2ccccc2)c2c1CC(C)(C)CC2=O
[16] COC(=O)c1ccc(COc2ccc(/C=N/O)cc2)o1

Assay by compound	9	10	11	12	13	14	15	16
PG9 Ab binder	-2.6	0.3	-3.9	-1.6	-1.1	-0.3	-2.2	-1.2
SIAE inh	0	5	-2	0	-7	-6	3	6
PRMT1 inh	1	-3	-1	0	-1	-4	1	1
TDP2 inh	7	6	-19	-1	1	-8	-2	14
TCR CD3 inh	2	-10	3	8	7	-2	-5	0
LEDGF integ inh	-4	1	2	-1	-3	27*	0	-2
ABHD4 inh	-2	5	-10	-4	-1	6	-5	4
UHRF1 binding	-3	-1	0	0	2	0	0	-3
Tn7 DDE FP	8	-2	-1	-6	5	5	-5	11
HTRA1 inh	2	3	-5	-11	1	-5	-10	-3

[17] CCOC(=O)n1c(=O)oc2cc(S(=O)(=O)N3CCOCC3)ccc21
[18] O=C(NCC(=O)N(CCc1ccccc1)C(C(=O)NC1CCCCC1)c1ccncc1)c1ccco1 (stereo not given)
[19] CCCc1cc(=O)oc2c(C)c(OCC(=O)Nc3cccnc3)ccc12
[20] C(=N\NC1=Nc2cccc3cccc1c23)/c1cccnc1
[21] CC(C)(C)NC(=O)Nc1ccccc1C(N)=O
[22] CN(CC(=O)NCc1cccnc1)S(=O)(=O)c1ccc(F)cc1
[23] Cc1ccccc1-c1ccc2c(c1)[C@@H]1C[C@H](N(C)S(=O)(=O)c3ccc(Cl)cc3)[C@H]([C@H](C)O)CN1CC2
[24] CCN(C(=O)c1cc2c(C)nc3ccccc3c2o1)c1cc(Cl)ccc1OC

Assay by compound	17	18	19	20	21	22	23	24
PG9 Ab binder	0.1	5.4	-2.2	-12	2.3	-1.9	0.4	0.3
SIAE inh	1	-11	2	-13	-1	-2	-1	2
PRMT1 inh	2	1	-2	-2	-3	-2	-4	-3
TDP2 inh	0	-10	12	-22	-21	-2	-9	8
TCR CD3 inh	-5	-1	11	-3	-5	4	-3	8
LEDGF integ inh	-3	0	-2	2	8	-1	7	0
ABHD4 inh	0	-5	-1	7	-4	-2	-2	-14
UHRF1 binding	0	8	1	-6	6	-2	2	-3
Tn7 DDE FP	-2	0	3	-4	3	-1	3	-6
HTRA1 inh	3	-1	-3	-18	6	0	·	-36

[25] Cc1nn(-c2ccccc2)c(Cl)c1/C=N/NC(=O)c1cccc(S(=O)(=O)N2CCCC2)c1
[26] COc1ccccc1-c1noc(-c2ccccc2C(=O)N2CCOCC2)n1
[27] CC(=O)Nc1ccc(S(=O)(=O)NCC2CCC(C(=O)NCCCN3CCCC3=O)CC2)cc1 (stereo not given)
[28] CCOC(=O)C1CCCCN1S(=O)(=O)c1ccc2c(c1)CC(C)N2C(=O)C1CCC1 (stereo not given)
[29] CC(C)(C)C(=O)N1CCN(c2ccc([N+](=O)[O-])cc2-n2cccc2)CC1
[30] CCOc1cc(CNCc2ccccn2)ccc1OCC(=O)NC(C)(C)C
[31] COc1ccc(OC)c(N)c1
[32] O=C(COC(=O)c1cccnc1Cl)NCCc1ccc(F)cc1

Assay by compound	25	26	27	28	29	30	31	32
PG9 Ab binder	-0.6	0.8	-1.0	-1.7	-0.6	-0.5	-6.3	1.0
SIAE inh	2	3	-5	1	-1	2	28*	-2
PRMT1 inh	1	-1	3	-3	0	-1	2	3
TDP2 inh	4	6	-1	-2	7	-5	12	5
TCR CD3 inh	-4	-5	0	9	4	-1	23*	-3
LEDGF integ inh	-3	1	-4	0	2	2	2	3
ABHD4 inh	0	0	4	-4	0	-1	41*	-1
UHRF1 binding	0	-1	-1	2	1	3	-4	1
Tn7 DDE FP	0	3	-2	-3	2	6	1	3
HTRA1 inh	2	0	2	-1	-4	-4	66*	10

[33] CN(C)S(=O)(=O)c1ccc(N2C(=O)CC2(/C=C/c2ccccc2)C(=O)NC2CCCC2)cc1 (stereo not given)
[34] COC(=O)C1=C(C)N(Cc2ccc(Cl)cc2)C(=S)NC1c1ccccc1 (stereo not given)
[35] O=C(Nc1nnc(-c2ccccc2)s1)c1ccccc1O
[36] CCN1CCN(C(=S)NCC(C)C)CC1
[37] CCCCNC(=O)C1CC(=O)N(CCc2ccc(C)cc2)C1 (stereo not given)
[38] COc1ccc(NC(=S)N2CCN(C(=O)c3ccco3)CC2)cc1OC
[39] CC(=NNC(=O)Cn1ccc(C(F)(F)F)n1)c1ccc(-n2ccnc2)cc1
[40] COc1ccc(N2CCN(C(=O)CNC(=O)c3nn(-c4ccc(OC)cc4)c(=O)c4ccccc34)CC2)cc1
[41] CCOC(=O)C1(C)NC(c2ccco2)C2C(=O)N(c3ccc(C)cc3)C(=O)C21 (stereo not given)
[42] COc1cc(/C=N/NC(=O)CC(=O)NC2CCCCC2)ccc1O
[43] COc1ccc(-c2nc3ccc(Cl)cn3c2Cc2ccc(C)cc2)cc1OC

Assay by compound	33	34	35	36	37	38	39	40	41	42	43
PG9 Ab binder	1.2	0.6	-1.7	-1.8	-0.6	0.6	-0.8	-1.2	-0.3	-0.9	-1.1
SIAE inh	-6	-5	-9	-1	-3	10	1	10	-7	8	-10
PRMT1 inh	4	-5	-5	-1	-1	0	0	-4	-1	-2	8
TDP2 inh	9	-4	-7	0	-8	-5	-5	9	-4	-4	-12
TCR CD3 inh	-2	-1	3	-4	-2	4	-2	7	-3	8	-12
LEDGF integ inh	-3	1	1	0	4	2	0	3	2	-1	6
ABHD4 inh	4	-4	-1	7	-5	2	6	-2	6	4	-15
UHRF1 binding	3	2	-3	4	1	-3	-1	-2	1	-3	19
Tn7 DDE FP	1	-3	-1	0	-4	2	-1	5	0	13	3
HTRA1 inh	-2	·	6	0	-8	2	1	-13	7	0	·

Compounds above containing a furan ring, fused or not, in the order listed:
[16] COC(=O)c1ccc(COc2ccc(/C=N/O)cc2)o1
[18] O=C(NCC(=O)N(CCc1ccccc1)C(C(=O)NC1CCCCC1)c1ccncc1)c1ccco1 (stereo not given)
[24] CCN(C(=O)c1cc2c(C)nc3ccccc3c2o1)c1cc(Cl)ccc1OC
[38] COc1ccc(NC(=S)N2CCN(C(=O)c3ccco3)CC2)cc1OC
[41] CCOC(=O)C1(C)NC(c2ccco2)C2C(=O)N(c3ccc(C)cc3)C(=O)C21 (stereo not given)

Assay by compound	16	18	24	38	41
PG9 Ab binder	-1.2	5.4	0.3	0.6	-0.3
SIAE inh	6	-11	2	10	-7
PRMT1 inh	1	1	-3	0	-1
TDP2 inh	14	-10	8	-5	-4
TCR CD3 inh	0	-1	8	4	-3
LEDGF integ inh	-2	0	0	2	2
ABHD4 inh	4	-5	-14	2	6
UHRF1 binding	-3	8	-3	-3	1
Tn7 DDE FP	11	0	-6	2	0
HTRA1 inh	-3	-1	-36	2	7
